Bioassay records deposited in PubChem BioAssay by several laboratories.
HSF-1 act – increases HSF-1 driven luciferase reporter signal; NIH3T3-HGL HSF-1 luciferase reporter, MG132, 8 h; 100% = twice DMSO control signal; activation, % at 9 µM; 300,000 tested, 1.7% active;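 active = mean replicate activation of at least 50% with a set share of replicates each reaching 50%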;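 note: 0% = median of the neutral control wells and 100% = twice that signal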
AI-2 QS mod – modulators of Vibrio harveyi AI-2 quorum sensing system | Vibrio harveyi JMH597 AI-2 luminescence/OD600 ratio, 9 h; hits give low values; strain lacks LuxN and CqsS sensors; 0 = neutral-control median | activity change, % at 7.5 µM | 300,000 tested, 0.4% active; in the data active = activity change below about -75%, passing the limit was not always enough;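 note: luminescence divided by OD600 gain over 9 h not by final OD600 alone; inactives centre near 13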
IEC-6 cytotox – counter-screen for KLF5 inhibitors: cytotoxicity in IEC-6 cells | IEC-6 cytotoxicity, luminescence viability | inhibition, % at 5 µM | 290,000 tested, 0.78% active | AID 1825; in the data active = inhibition above about 22%;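 note: 0% = plate median of test compound wells and 100% = cytotoxic reference compound wells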
PolyA inhibitor – blocks polyadenylation in yeast reporter cells. S. cerevisiae SKY197-pL101 polyadenylation reporter, beta-gal luminescence; efflux-impaired pdr1/pdr3 knockout yeast; score 100 = 6 SD above DMSO. calls only at 12 µM. 300,000 tested, 0.02% active. AID 1875;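 active = lowest replicate activity score at least 50, where 100 means six control SD above control mean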;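 note: yeast exposed to compound for 9 h at 30 °C; higher score means more reporter readthrough which indicates perturbed polyadenylation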
aSyn UTR inh – MLPCN primary screen, SNCA 5' untranslated region; alpha-synuclein 5'UTR reporter, inhibitor activity; 300,000 tested, 0.82% active; AID 1813; inhibition, % (tested at 7.5 µM); in the data active = inhibition above about 60%;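 note: H4 neuroglioblastoma cells stably carrying SNCA 5'UTR luciferase fusion; 0% = DMSO wells and 100% = positive control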
GSK3A inh – inhibitors of human GSK-3 alpha kinase; ADP-Glo luminescence, 60 min; inhibition, % at 10 µM; 320,000 tested, 0.1% active; AID 2650;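 in the data active = inhibition above about 50%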;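 note: GST-tagged GSK-3 alpha with peptide substrate and 25 µM ATP; 0% = DMSO neutral wells and 100% = GW8510 positive control wells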
Target sequence (P49840 whole entry, looked up): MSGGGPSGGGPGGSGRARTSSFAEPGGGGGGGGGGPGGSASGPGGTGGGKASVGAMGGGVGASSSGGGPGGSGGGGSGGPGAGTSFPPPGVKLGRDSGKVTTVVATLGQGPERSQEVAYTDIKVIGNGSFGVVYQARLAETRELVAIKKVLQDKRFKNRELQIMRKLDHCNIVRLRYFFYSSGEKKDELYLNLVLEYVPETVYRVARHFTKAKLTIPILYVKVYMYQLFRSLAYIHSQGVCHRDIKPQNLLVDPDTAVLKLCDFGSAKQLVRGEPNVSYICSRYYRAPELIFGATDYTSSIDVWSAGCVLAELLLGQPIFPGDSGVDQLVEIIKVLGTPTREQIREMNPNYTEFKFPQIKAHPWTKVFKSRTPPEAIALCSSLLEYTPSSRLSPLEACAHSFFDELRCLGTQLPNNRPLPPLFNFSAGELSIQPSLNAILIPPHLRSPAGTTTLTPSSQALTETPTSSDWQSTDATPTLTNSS
HSF1 inh – HSF1 inhibition; NIH3T3-HGL HSE-luciferase, MG132-induced, luminescence 8 h; hits give low values; activity change, negative = inhibition, % at 7.5 µM (by protocol); 300,000 tested, 0.77% active;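 active = more than half of replicate wells show activity change below -50%, luminescence cut by over half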;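 note: luciferase reports HSF-1 transcriptional activity via heat shock element; 0% = median of DMSO wells and -100% = zero luminescence signal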
GSK3B inh – blocks human GSK3beta kinase activity; GST-GSK3beta kinase, ADP-Glo luminescence, 60 min; hits give low values; activity score (negative = inhibition), % at 10 µM; AID 2097; 300,000 tested, 0.038% active;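 active = more than half of replicate wells score below -50%, meaning over 50% inhibition versus plate controls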;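 note: 0% = median DMSO wells and -100% = median GW8510 positive control wells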
Target sequence (P49841 whole entry, looked up): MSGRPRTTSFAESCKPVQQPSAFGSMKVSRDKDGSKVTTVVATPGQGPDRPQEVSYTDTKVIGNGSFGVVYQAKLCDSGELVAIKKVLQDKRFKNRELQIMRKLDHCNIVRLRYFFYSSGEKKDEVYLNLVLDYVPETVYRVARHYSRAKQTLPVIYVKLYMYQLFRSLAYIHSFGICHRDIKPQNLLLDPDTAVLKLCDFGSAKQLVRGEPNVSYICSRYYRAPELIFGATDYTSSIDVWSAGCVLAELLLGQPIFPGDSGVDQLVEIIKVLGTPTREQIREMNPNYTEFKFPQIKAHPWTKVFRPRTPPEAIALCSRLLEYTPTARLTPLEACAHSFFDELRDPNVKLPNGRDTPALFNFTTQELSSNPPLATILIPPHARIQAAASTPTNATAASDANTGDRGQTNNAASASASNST
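Test system: GST-fused GSK3beta enzyme, cell-free | Quantity: 1.6 ng GST-GSK3beta enzyme per well | Reagent: 25 µM ATP with peptide substrate | Schedule: 60 min enzyme reaction, room temperature | Signal: Luminescent ADP-Glo measurement of ADP formed | Read-out basis: Score relative to plate controls | Control set: DMSO and 20 µM GW8510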
HSP90 refold inh – HSP90 refolding inhibition in rabbit reticulocyte lysate; luciferase refolding luminescence, 3 h; 290,000 tested, 0.91% active; inhibition, % at 5.6 µM;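 active = inhibition above the screen-wide mean plus 3 SD, computed separately per campaign, cut at about 16% in these data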;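 note: 0% = DMSO wells and 100% = 60 µM geldanamycin wells; inhibitors lower the luminescence because luciferase stays unfolded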
KLF5 inhibitor – kruppel-like factor 5 inhibition; DLD-1 KLF5 promoter-luciferase reporter, luminescence; AID 1700; 290,000 tested, 0.23% active; inhibition, % at 5 µM;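 active = inhibition above a per-plate limit of that plate's mean compound inhibition plus 3 SD, cut at about 60% in these data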;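 note: 0% = DMSO wells and 100% = LY294002 at 200 µM; higher means less KLF5 promoter-driven luciferase light; inactives centre near -14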
* hit, by the source's call; i = inactive; . = no result given. The list is partial. The share of hits here may be higher or lower than overall.

The line under a structure holds: IEC-6 cytotox	HSP90 refold inh	HSF-1 act	AI-2 QS mod	HSF1 inh	aSyn UTR inh	GSK3B inh	PolyA inhibitor	GSK3A inh	KLF5 inhibitor
COc1ccc(/C=N/NC(=O)CNC(=O)COc2ccccc2)cc1
→ 0.0	2.1	10.0	18.9	-4.0	-5.2	-2.2	i	-2.3	-4.5
CN(CP(=O)(O)C(O)c1ccccc1)S(C)(=O)=O (stereo unspecified)
→ 0.9	0.3	-29.6	4.5	-23.7	21.3	-0.9	i	-5.8	-4.3
CC1CCC/C(=N\NC(=O)Nc2ccccc2)C1 (stereo unspecified)
→ -4.9	0.9	12.3	3.4	8.2	-141.6	-5.5	i	-12.9	-57.1
C/C(=N/NC(=O)CNC(=O)Cc1ccccc1)c1ccco1
→ -8.3	0.6	7.2	13.7	2.1	-3.7	0.0	i	-2.3	-9.7
O=C(N/N=C/c1ccc2c(c1)OCO2)c1ccccn1
→ 9.1	27.6*	22.7	31.2	1.3	27.9	-0.2	i	0.6	-105.6
Cc1ccc(C(=O)CSc2nc3ccccc3c(=O)n2-c2ccccc2)s1
→ -2.0	1.8	10.2	9.9	3.5	8.6	0.5	i	2.4	-51.4
COc1ccc(S(=O)(=O)NNC(=O)C23CC4CC(CC(C4)C2)C3)cc1
→ 3.3	-1.9	-15.1	7.7	-4.0	-6.4	0.4	i	-1.1	-33.2
CC1(C)CC(=O)C=C(Nc2cccc(O)c2)C1
→ -2.3	-3.0	1.1	34.5	-0.6	9.6	3.4	i	-0.4	12.9
CCc1ccccc1NC(=O)CCc1c(C)nn(-c2ccc(N3CCOCC3)nn2)c1C
→ -4.9	0.6	21.2	9.7	5.3	3.9	129.7	i	-1.4	-41.2
CN(Cc1ccc(F)cc1)C(=O)C(Cc1ccccc1)NC(=O)c1ccccc1 (stereo unspecified)
→ .	.	2.4	18.1	5.0	3.7	-1.8	i	2.2	.
Cc1ccc(C2C3CN(C(C)C)CC=C3C(C#N)=C(N)C2(C#N)C#N)cc1 (stereo unspecified)
→ .	.	-32.1	33.5	-17.7	-7.2	-8.0	i	7.5	.
CCc1ccc(CN(C(=O)c2ccco2)C2CCS(=O)(=O)C2)cc1 (stereo unspecified)
→ 2.6	-6.1	-7.5	-1.8	-3.2	3.6	1.2	i	1.8	28.9
Cc1nc(SCC(=O)NCc2ccco2)[nH]c(=O)c1C
→ 5.3	3.6	13.1	5.9	-0.6	7.5	3.4	i	-0.8	-25.4
CC(=O)NC(=S)Nc1sc2c(c1C(N)=O)CCC(C)C2 (stereo unspecified)
→ -8.8	-4.4	-29.2	3.4	-7.6	-83.3	-1.8	i	3.7	-128.3
CCC1(CC)NC(=O)N(CC(=O)OCC(=O)NC(=O)c2ccc(Cl)cc2)C1=O
→ -1.3	-1.8	-14.8	17.7	-4.6	0.0	0.8	i	-1.6	-24.0
O=C(COc1ccc(-c2nnco2)cc1)N1CCN(S(=O)(=O)c2ccccc2)CC1
→ -1.2	1.2	29.7	10.2	0.8	-1.3	1.9	i	0.1	-14.3
O=C(NNC(=O)c1cc(-c2cccnc2)nc2ccccc12)Nc1ccc(Cl)cc1
→ 9.9	0.7	12.3	13.7	9.7	-30.4	-1.6	i	-1.0	-49.4
Cc1ccccc1Nc1nc(N)nc(COC(=O)[C@@H](NC(=O)c2ccccc2Cl)C(C)C)n1
→ .	.	14.8	8.8	1.4	4.4	-0.3	i	-1.4	.
CCN(CC)CCn1cnc2c([nH]c3cccc(OC)c32)c1=O
→ 9.5	6.7	6.4	11.3	-3.6	32.8	2.4	i	-2.5	-32.2
O=C1CN(C(=O)c2ccccn2)c2ccccc2N1
→ -4.2	4.9	5.7	11.6	0.4	9.0	3.4	i	0.7	-10.8
CCCCn1c(N)c(N(CC(C)C)C(=O)C2CCN(C(=O)c3ccc(Cl)cc3)CC2)c(=O)[nH]c1=O
→ .	.	5.9	-0.1	-2.6	-9.6	1.1	i	1.5	.
Cc1ccc(-c2nc3ccc(Cl)cc3c(=O)n2O)cc1
→ -3.3	3.8	-5.6	-8.6	4.7	8.3	-2.1	i	-1.6	-53.1
Cc1cc(NC(=O)CSc2nc3c(c(=O)n2-c2ccc(Cl)cc2)SCC3)no1
→ 2.2	1.4	-12.4	17.6	2.3	18.0	1.2	i	1.7	15.4
N#Cc1nc(COc2cccc(Cl)c2)oc1N1CCN(c2ccccc2)CC1
→ -1.7	-3.1	20.4	-9.6	1.9	-20.7	2.4	i	0.6	-3.5
CC(C)Oc1ccc(C(=O)Nc2ccc([N+](=O)[O-])cc2)cc1
→ 11.1	-1.3	4.9	11.7	18.1	-211.5	0.6	i	-2.2	-63.5
COc1ccc(C2=NOC(COC(=O)c3ccc4ccccc4n3)C2)cc1 (stereo unspecified)
→ 7.0	-3.1	13.7	6.6	4.6	-68.4	4.2	i	-3.5	-43.4
Nc1nccnc1C(=O)OCC(=O)C12CC3CC(CC(C3)C1)C2
→ .	.	-5.7	30.5	-6.9	-7.9	-0.7	i	-1.2	.
O=C(NCc1ccc2c(c1)OCO2)c1nc(S(=O)(=O)Cc2ccccc2)ncc1Cl
→ 24.0*	1.8	-89.3	-29.8	-88.8*	36.4	-0.6	i	.	7.4
O=C(Cn1ccc([N+](=O)[O-])n1)NCc1ccco1
→ -1.0	0.1	-0.2	10.9	-5.4	-4.1	1.8	i	-4.5	-2.4
COc1cc(C)c(S(=O)(=O)NOCc2ccc([N+](=O)[O-])cc2)c(C)c1C
→ 3.7	-0.8	20.7	6.1	4.9	0.8	1.0	i	1.7	-22.1
CC(=N)c1c(O)c2ccccc2oc1=O
→ -0.1	-2.8	-2.5	-18.1	1.6	-31.4	0.2	i	-1.1	-15.2
CSc1ccccc1OCc1cc(C(=O)N2CCNC(=O)C2)no1
→ 6.1	1.2	4.2	24.7	2.5	-3.0	-2.6	i	-0.7	-11.9
Cc1ccccc1Nc1c(-c2ccccn2)nc2ccccn12
→ -2.0	4.1	-25.6	72.7	-20.0	63.7*	5.7	i	-6.1	0.1
Cc1nc2cc(NC(=O)NCc3ccccc3)ccc2o1
→ -0.3	-2.1	15.0	2.9	-8.2	-101.9	-4.1	i	3.6	-36.2
CC(c1ccccc1)N1CNc2c(c(=O)n(C)c(=O)n2C)C1 (stereo unspecified)
→ 3.6	6.7	0.5	23.9	0.0	-0.2	-1.5	i	3.5	-30.1
COc1ccc(-c2nnc(SCC(=O)N(C)C3CCS(=O)(=O)C3)n2N)cc1OC (stereo unspecified)
→ 1.1	-3.1	35.6	6.5	1.5	10.9	0.5	i	-3.3	-0.3
Oc1ccccc1-c1nc(NCc2ccccc2)c2ccccc2n1
→ -5.3	1.2	10.9	5.7	-10.9	5.4	-1.6	i	-2.9	-27.9
COCCn1c(=NC(=O)CCS(=O)(=O)c2ccccc2)sc2c(OC)ccc(OC)c21
→ 0.1	0.3	-1.4	13.7	2.3	28.1	1.1	i	0.2	0.7
Nc1nonc1-n1nnc(C(=O)N/N=C/c2ccc(O)cc2)c1COc1ccc(F)cc1
→ -4.6	0.3	-8.1	16.7	-3.0	-4.3	2.3	i	0.6	-51.3
Cc1ccccc1Cn1cc(NC(=O)c2nc3ncccn3n2)cn1
→ 0.2	8.5	11.3	24.9	2.5	-94.7	-0.9	i	5.3	-85.7
COc1cc(CCC(=O)OCC(=O)N2CCc3ccccc32)cc(OC)c1OC
→ 3.9	-4.6	19.9	19.3	-1.0	3.2	-2.1	i	-1.9	-31.7
CC1(C)CC(NC(=O)C2CCN(S(=O)(=O)c3ccc(F)cc3)CC2)CC(C)(C)N1
→ -3.8	-1.4	1.1	-0.2	-1.9	7.4	1.9	i	-1.4	-3.0
Cn1c(CCNC(=O)c2cc(COc3ccc(F)c(F)c3)on2)nc2ccccc21
→ 1.2	-4.3	13.6	14.5	5.5	-23.2	3.2	i	0.1	-42.2
CCOc1ccc(CCNC(=O)COC(=O)c2ccc(Cl)nc2)cc1OCC
→ .	.	-9.2	30.9	-4.2	14.1	0.2	i	-0.9	.
CCOc1ccc(C(=O)NNC2CC(=O)N(CCc3ccccc3)C2=O)cc1OC (stereo unspecified)
→ -3.3	1.3	21.7	-1.5	-11.8	11.7	0.7	i	-0.8	2.5
Cc1ccc(S(=O)(=O)NCCC(=O)Nc2nccs2)cc1
→ 1.3	2.0	-6.3	-8.6	-4.5	4.3	-3.9	i	5.5	1.6
COc1ccccc1C(=O)NC(CCSC)C(=O)NCC(c1ccco1)N(C)C (stereo unspecified)
→ 1.0	-3.5	-9.3	5.8	-7.9	13.1	-4.8	i	-0.3	-28.5
COc1ccc(NC(=O)CCNC(=O)Cn2cnc3sc4c(c3c2=O)CCCC4)cc1OC
→ 0.3	-2.6	-4.5	25.0	-5.4	14.1	-1.4	i	-1.4	-21.6
Cc1cnc(C(=O)OC(C)C(=O)NCc2ccccc2)cn1 (stereo unspecified)
→ .	.	-9.0	.	-3.6	1.3	.	i	0.9	.
O=C(NCC1CCCN(Cc2nccs2)C1)c1cccc2ccccc12 (stereo unspecified)
→ -4.8	0.2	5.5	23.7	0.9	4.2	1.9	i	2.8	-10.8
CCCNC(=O)Cn1cnc2sc(C(=O)N3CCCC(C(=O)OCC)C3)c(C)c2c1=O (stereo unspecified)
→ 4.1	1.0	-17.5	18.0	-6.5	3.7	-0.9	i	1.1	-17.7
CC1(C)CC(O)C(CCC(O)c2ccccc2)C(C)(C)N1 (stereo unspecified)
→ -3.2	-4.3	-5.9	8.3	1.0	-30.2	0.7	i	-2.6	-35.3
COc1cc(NC(=O)c2ccc(COCC(F)(F)F)o2)cc(OC)c1OC
→ 2.1	1.7	-3.8	10.7	4.8	23.6	6.1	i	-7.4	7.5
Cc1cc(C(=O)CNCc2ccco2)c(C)n1-c1ccc(F)cc1
→ -1.5	4.8	3.1	37.0	-9.0	-105.9	-0.6	i	2.8	-82.5
CCN(CC)c1ccc(/C=N/N2CCN(Cc3ccccc3Cl)CC2)cc1
→ -2.9	-5.5	-3.2	30.0	1.4	6.8	-0.9	i	-0.1	-31.3
Cc1ncc(CN2CCC(CO)(Cc3ccccc3)CC2)s1
→ 0.6	5.0	-3.6	9.9	-0.7	-11.1	-2.7	i	.	-33.5
CCOC(=O)C1(Cc2cccc(F)c2)CCN(C(=O)Cc2cccnc2)CC1
→ -5.0	-2.2	5.3	18.2	-6.5	13.2	2.5	i	1.9	-19.4
Cc1nn(-c2nc3ccccc3[nH]2)c(N)c1-c1ccccc1
→ -1.4	-0.4	71.4*	-0.5	44.8	-182.6	-1.7	i	-2.4	-216.1
Cc1ccc2cc(-c3noc(C4CCCCC4)n3)c(=O)[nH]c2c1
→ 0.0	8.0	-2.5	20.1	-3.3	2.9	-2.0	i	-1.2	-9.9
